KDM5B inhibitor = blocks human KDM5B histone demethylase activity. Q9UGL1. KDM5B demethylase, FDH-coupled NADH fluorescence (FDH is formaldehyde dehydrogenase). Potency, µM (highest dose often 57.7 µM), for the others: at the top dose activity change, negative = inhibition, actives largely listed as inhibitors. actives 2.6% (n = 220,000); active = well fitted inhibition curve with a large enough effect; inconclusive = small, poorly fitted or top-dose-only effect; inactive = no such curve, though single readings can be large or run the other way; note: 0% is about no effect; nearly all actives have a fitted effect of over 70% in size
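qHTS format, multiple compound concentrations. Buffer 50 mM HEPES pH 7.5/0.01% Tween-20; 200 nM KDM5BΔAP final; 10 min compound preincubation; substrate-mix levels 12.5 µM peptide, 25 µM α-KG, 0.25 mM NAD⁺; 30 min RT; ΔRFU.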
Active calls of the source: *; i = inactive; ? = inconclusive; & = joins results of further samples; [ ] = another dose, or the depositor's remark. Potency is the fitted concentration of half-maximal effect.

Molecule	KDM5B inhibitor
COc1ccccc1C(=O)n1nc(-c2cccnc2)nc1NCc1ccccc1	-12.0%
CCc1ccc(N2C(=O)CC(c3cc(OC)ccc3OC)C3=C2COC3=O)cc1 (stereo not given)	-1.2%
CCCCN(C)CCCNC(=O)C1CCN(S(=O)(=O)CC)CC1	-19.6%
O=C(Nc1cccc(Cl)c1)c1ccc2c(Cl)c3c(nc2c1)CCCC3	14.7%
CCOC(=O)c1ccc(NC(=O)CC2C(=O)N(c3ccc(C)cc3)C(=O)N2C2CCCCC2)cc1 (stereo not given)	-23.2%
CCN1C(=O)C2(CCN(S(=O)(=O)c3ccc(C)c(F)c3)CC2)c2ccccc21	15.4%
COc1ccccc1-c1nnc(NC(=O)c2ccc(S(=O)(=O)N3CCOCC3)cc2)o1	?
Cc1ccc(-c2ncc(NC(=O)c3ccccc3F)cn2)cc1	?
Cc1ccc(-c2nc(-c3cc4c([nH]c3=O)CC(C)(C)CC4=O)sc2C)cc1	?
CC(=O)NN1C(=O)c2ccccc2NC1c1ccccn1 (stereo not given)	?
Cc1ccc(-c2cn(C3CN(C(=O)C4CCC4)C3)nn2)cc1	18.8%
O=C(c1ccc(C2CCNC2)cc1)N(Cc1ccccc1)CC1CCC1 (stereo not given)	4.6%
Cc1nc2c(C(=O)NCCc3ccccc3)c[nH]n2c(=O)c1Cc1ccccc1F	?
Cc1cc(C)n(Cc2ccc(C(=O)N(Cc3nccn3C)C3CC3)cc2)n1	-11.9%
Cn1c(=O)n(Cc2c(F)cccc2Cl)c(=O)c2c1nc1n2CCN1c1ccc(F)cc1	-13.2%
c1csc(-c2nc3nccc(-c4cccs4)n3n2)c1	?
Cc1noc2c(-c3cccnc3NCC3CCOCC3)cc(-c3ccccc3)nc12	31.6µM*
CCOC(=O)N1CCN(Cc2nc3c(c(=O)[nH]c(=O)n3C)n2Cc2c(F)cccc2Cl)CC1	11.5%
CN1C[C@H](NC(=O)c2ccc(F)cc2)CCC[C@@H](C(=O)N(C)Cc2cccnc2)CC1=O	-11.1%
O=C(CSc1oc(-c2ccccc2)nc1S(=O)(=O)c1ccccc1)c1ccccc1	?
COc1cc(OC)c(NS(=O)(=O)c2cc(C(=O)N3CCCCC3)ccc2C)cc1Cl	21.7%
COc1cccc(C2C(C(=O)Nc3ccccc3)=C(C)Nc3nc(-c4ccccc4)nn32)c1 (stereo not given)	-12.3%
Cc1nnc(SCC(=O)N(C)CCOc2ccc(Cl)cc2)n1Cc1ccccc1	15.5%
Cc1ccc(C(=O)Nc2ccc(C(O)(C(F)(F)F)C(F)(F)F)cc2)cc1	-19.4%
COc1ccc(OC)c2sc(NC(=O)c3cccc(N4C(=O)CCC4=O)c3)nc12	-4.6%
CC(=O)NCCOc1ccc(C(=O)N2CCC3(CCNCC3)CC2)cc1	-7.0%
CCOC(=O)C1=C(CNc2ccc(C)c(Cl)c2)NC(=O)NC1c1ccc(Cl)cc1 (stereo not given)	-26.9%
Cc1cc(C(=O)NC(C)C23CC4CC(CC(C4)C2)C3)c(C)o1 (stereo not given)	-21.3%
NCC(c1cccs1)c1c[nH]c2ccccc12 (stereo not given)	8.5%
CC(C)N(Cc1ccccc1)C(=O)c1cnc2ccccc2n1	-10.8%
O=S(=O)(Nc1cccc(-c2ccc(N3CCCC3)nn2)c1)c1ccc(F)cc1F	?
COCc1cccc(C(=O)NC(C)c2ccc(F)c(F)c2)c1 (stereo not given)	13.9%
COC(=O)Cc1c(C)c2ccc(OCC(=O)C(C)(C)C)c(C)c2oc1=O	399.4%[activator]
CC(=O)c1c(-c2ccccc2)nc2n(CCN3CCOCC3)c3ccccc3n12	-12.0%
CC1=C[C@@H](CNC(=O)NC(C)C)[C@H](C(C)C)C[C@H]1Cc1nnc(-c2ccccc2F)o1	-3.7%[86.2 µM]
C=CCNc1nc(N)c([N+](=O)[O-])c(Nc2ccccc2OC)n1	-5.1%
O=S(Cc1ccccc1)Cc1cccc(Cl)c1 (stereo not given)	13.4%
COc1cc(OC)cc(-c2nc(C3CC(=O)N(c4ccc(OC)c(OC)c4)C3)no2)c1 (stereo not given)	28.2µM*
CC(=O)N1C[C@@H](CN(C)C)[C@H](NC(=O)Cc2ccc(OC(F)(F)F)cc2)C1	-6.5%
COc1ccc2nc3n(c2c1)[C@@H](CNC(=O)c1ccc(C#N)cc1)COC3	-12.9%[86.2 µM]
COc1ccc(-c2nc(CS(=O)CC(=O)NCc3ccc(F)cc3)c(C)o2)cc1 (stereo not given)	-19.5%
CN(CC1CCOCC1)C(=O)c1cccc(Br)c1	13.3%
Cc1ccccc1NC(=O)C(C#N)=C1CCCCCC1	15.5%
Cc1nc2c(c(-c3ccc(O)cc3)n1)CN(C(=O)c1cccc(Cl)c1)CC2	-4.2%
COc1ccc2[nH]c3c(c2c1)CCNC31CCN(C(=O)Cn2nc(C)cc2C)CC1	?
CCN(CC)S(=O)(=O)c1ccc(NC(=O)c2nn(C)c3c2CSc2ccccc2-3)cc1	-19.8%
Cn1c(C=O)ccc1-c1ccc(F)cc1	25.1%
CCOC(=O)c1ccccc1NC(=O)Cn1ccn2nc3c(c2c1=O)CCCCC3	?
CCOc1ccc(N(C(=O)c2cc(OC)c(OC)c(OC)c2)C2C=CS(=O)(=O)C2)cc1 (stereo not given)	0.1%
CC(C)CCn1cnc2c1c(=O)n(CC(=O)Nc1cc(F)ccc1F)c(=O)n2Cc1ccccc1	7.5%
COc1ccc(CC(=O)N2CCc3cc(OC)c(OC)cc3C2COc2cc(C)cc(C)c2)cc1OC (stereo not given)	?
Cc1cc(F)ccc1NC(=O)c1nc2ccccc2nc1N1CCOCC1	7.5%
Cc1ccc(-c2noc(C3CCCN3Cc3ccccc3)n2)nn1 (stereo not given)	-8.2%
Cc1nc(CN2C(=O)COc3ccc(S(=O)(=O)NC4CCCCCCC4)cc32)no1	10.9%
Cc1ccc(Cl)cc1N1CCN(C(=O)CN2CC3CC(C2)[C@H]2CCCC(=O)N2C3)CC1 (stereo not given in full)	3.5%
Cc1cccc(CNC(=O)c2ccc(NC(=O)N3CCSc4ncccc43)cc2)c1	?
COCC(=O)N(C1CCOCC1)C1CCN(C(=O)c2cccc(C)c2)CC1	26.7%
CCCc1noc(-c2ccn3c(CNC(=O)c4ccc(F)cc4Cl)nnc3c2)n1	i
CN1Cc2cccn2CC1CNC(=O)c1ccnn1C (stereo not given)	22.4µM*
CCOC(=O)C1CCN(c2cc3c(cc2NC(=O)c2ccccc2Cl)n(C)c(=O)n3C)CC1	?

Following part
Molecule	KDM5B inhibitor
Cc1ccc(-n2nc(C(=O)Nc3ccc(F)cc3F)c3c4ccccc4n(C)c3c2=O)cc1	-26.1%
O=c1c2c3c(nn2ccn1Cc1cc(F)ccc1F)CCCC3	-13.5%
NC(=O)NCCN1CCCC(N2CCN(c3cccc(C(F)(F)F)c3)CC2)C1 (stereo not given)	-16.3%
CC(=O)NC1(C)CCCN(Cc2cc(-c3ccccc3)cs2)C1 (stereo not given)	-17.8%[86.2 µM]
C/C=C/Cn1c(SCc2ccc(Cl)cc2)nc2c1c(=O)[nH]c(=O)n2C	-3.7%
COc1ccc(-n2nc(C(=O)NCC(=O)NC(C)C)c3ccccc3c2=O)cc1	29.5%
O=C(c1ccc(CS(=O)c2ccccc2Cl)o1)N1CCN(c2cccc(C(F)(F)F)c2)CC1 (stereo not given)	-20.1%
CCN1C(=O)C2(CCN(S(=O)(=O)c3cc(F)ccc3OC)CC2)c2ccccc21	-20.9%
Cc1cccc(Cn2c(NCCc3ccccc3)nc3c2c(=O)n(C)c(=O)n3C)c1	2.0%
Cc1ccc(-n2ncc3c2CCCC3NC(=O)c2cc(C(C)C)no2)cc1C (stereo not given)	-21.9%
CC(Cc1cccnc1)NC(=O)c1cn(Cc2ccccc2C(F)(F)F)nn1 (stereo not given)	34.4%[activator]
CCCNC(=O)C1COC2(CCN(C(=O)c3cccc(OC)c3)CC2)N1C(=O)c1cccc(F)c1 (stereo not given)	-6.6%
O=C(Nc1cccc2ncccc12)c1cccc([N+](=O)[O-])c1	-19.9%
OC1CN(Cc2ccccc2)CCN(Cc2cn[nH]c2-c2ccc(Cl)cc2)C1 (stereo not given)	26.4%
CC(=O)c1ccc(NC(=O)c2sc(-n3nc(C)c(Cc4ccc5c(c4)OCO5)c3C)nc2C)cc1	-26.4%
COCCNC(=O)Cc1ccc(N(Cc2ccc(C)cc2)C(=O)c2ccco2)cc1	-1.2%
On1nnc2c1ccc1nnn(O)c12	11.4%
CCCCCCc1ccc(C(=O)Cn2cnc3c2c(=O)n(C)c(=O)n3C)cc1	-20.0%
O=C(c1ccc(F)c(Cl)c1)N1CCC[C@H]1c1nc(-c2ccccc2)no1	-0.8%
C=CCN1C(=O)COc2ccc(NC(=O)c3cc(=O)c4cc(C)cc(C)c4o3)cc21	16.0%
Cc1cccc(C(=O)NC(Nc2ccc(Br)cc2)C(Cl)(Cl)Cl)c1 (stereo not given)	10.5%
COC(=O)c1ccc2c(c1)CCN2	-5.5%
COC(=O)c1cccc(C(=O)N2CCC(Cc3nc(-c4ccc(F)cc4)no3)CC2)c1	4.6%
CCOC(=O)C1(Cc2ccccc2)C(=O)Nc2ccccc21 (stereo not given)	18.9%

Molecules listed so far that have two or more sulfur atoms, in the order listed:
Molecule	KDM5B inhibitor
c1csc(-c2nc3nccc(-c4cccs4)n3n2)c1	?
O=C(CSc1oc(-c2ccccc2)nc1S(=O)(=O)c1ccccc1)c1ccccc1	?
CCN(CC)S(=O)(=O)c1ccc(NC(=O)c2nn(C)c3c2CSc2ccccc2-3)cc1	-19.8%

Going on with the list:
Molecule	KDM5B inhibitor
CCN1CCCN(S(=O)(=O)c2cc(OC)ccc2OC)CC12CCOCC2	18.7%
Cc1cccc(CC(=O)N2CC(=O)Nc3ccc(Br)cc3C2c2ccccc2)c1 (stereo not given)	-18.9%
Cc1ccc2c(c1)-c1nc(-c3ccc4c(c3)NC(=O)CO4)cc(-c3ccc(F)cc3)c1CO2	?
Cc1ccsc1C(=O)N1CCn2c(nnc2[C@@H]2C[C@@H](O)CN2Cc2ccccc2)C1	-17.9%
CCCN1C(=O)CCc2cc(NC(=O)c3ccc4c(c3)OCO4)ccc21	-28.6%
Cc1ccc(C(=O)c2sc(Nc3ccccc3F)nc2N)c(C)c1	-2.9%
Cc1nc(-c2c3n(c(=O)n(CC(=O)Nc4ccccc4C(F)(F)F)c2=O)CCCC3)no1	22.6%
Cc1ccc(C(=O)C(C)OC(=O)CCc2c[nH]c3ccccc23)cc1 (stereo not given)	-18.9%
O=C(Cc1c[nH]c2ccccc12)N1CCN(C(=O)NCCc2ccccc2)CC1	19.3%
CS(=O)(=O)N1CCCN(C(=O)Cc2cccs2)c2ccccc21	11.8%
Cc1cc(SCC(=O)NCc2ccc(Cl)cc2)nc(=O)[nH]1	-12.1%
COC(=O)c1ccc(CNCc2ccccc2)o1	6.4%
CS(=O)(=O)N1CC2(CCCN2C2COC2)Cc2ccccc21 (stereo not given)	-8.1%[149 µM]
COc1cc(CN(C(=O)c2ccc(C)cc2)C2CCS(=O)(=O)C2)cc(OC)c1OC (stereo not given)	12.8%
COCc1nc(C2CCCN(C(=O)c3cccc(F)c3)C2)no1 (stereo not given)	0.6%
O=C(NCCOc1ccccc1)c1cnc2c(c1)N(C(=O)Cc1cccc(C(F)(F)F)c1)CCC2	-11.7%
O=C(NCc1ccccc1)C(c1ccco1)N(C(=O)c1csnn1)C1CC1 (stereo not given)	17.2%
COc1ccc(C2CC(=O)Nc3c2c(=O)[nH]c2nc4ccccc4n32)cc1 (stereo not given)	-7.2%&-14.2%
CNC(=O)C1CCN(C(C)C(=O)c2c[nH]c3ccccc23)CC1 (stereo not given)	1.2%
c1cc(NCCN2CCCC2)ccn1	3.4%[230 µM]
CCOC(=O)N1CCN(C(=O)CNC(=O)c2cc3cc(OC)ccc3n2C)CC1	?
O=C(Nc1ccc2cc[nH]c2c1)C(=O)N1CCCC1	-2.3%
COc1cccc(COC2CN(Cc3ccccn3)C(=O)CN(C(=O)C3=NN(C)C(=O)CC3)C2)c1 (stereo not given)	?
Clc1ccc(-c2cnc([C@@H]3COCCN3Cc3cnc4ccccc4c3)[nH]2)s1	-5.5%[86.2 µM]
CC(=O)N1CCC(N[C@H]2C[C@@H](Cc3cc(CN4CCOCC4)on3)C2(C)C)CC1	16.8%[86.2 µM]
Cc1ccc(CCNC(=O)c2ccc(CS(=O)(=O)c3ccc(Cl)cc3)o2)cc1	-11.4%
COCC(=O)N[C@@H]1CN(Cc2ccc(C)o2)C[C@H]1CO	2.9%
Cn1c(SCC(=O)NC2CC2)nnc1-c1ccc(Cl)cc1	-6.3%
CC(Sc1ccccc1Cl)C(=O)Nc1ccnn1C(C)C (stereo not given)	9.3%
Brc1ccc(OCCSc2nc3ccccc3o2)cc1	3.3%

Some values from the list.
Cn1c(SCC(=O)NC2CC2)nnc1-c1ccc(Cl)cc1 @ KDM5B inhibitor: -6.3%
COCC(=O)N[C@@H]1CN(Cc2ccc(C)o2)C[C@H]1CO @ KDM5B inhibitor: 2.9%

Screening results deposited in PubChem by National Center for Advancing Translational Sciences (NCATS).

Only part of the results is shown; count on the stated rates, not on these rows.
